Caspase-1 inhib: caspase-1 (human) inhibition, allosteric or competitive | Caspase-1 enzyme, Ac-WEHD-AFC fluorogenic rate | 0.03% of 75,000 active | Potency, µM (top dose mostly 57.5 µM), for inactives: top-dose activity change, negative = inhibition, hits mostly inhibitors | P29466;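 note: potency is the fitted concentration of half-maximal effect; plate controls were vehicle for no effect and no substrate for full effect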
HEK293 cAMP ctrl: raises cAMP in parental HEK293 cells, TSHR agonist counter-screen; parental HEK293 CNG cAMP sensor, membrane potential fluorescence; Potency, µM (top dose mostly 57.1 µM), without a hit: at the top dose activation, actives largely listed as activators; 2.5% of 73,000 active; AID 938; note: potency is the fitted concentration of half-maximal effect; % of control where 0% means no effect; nearly all actives have a fitted effect of over 55% in size
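Parental HEK 293 cells stably expressing a modified CNG channel (no TSHR) report cAMP rise as membrane depolarization. Membrane potential dye with 100 uM RO 20-1724 was loaded for 60 min at room temperature, then compound added for 30 min; fluorescence read at 590 nm.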
4MU fluor: compounds fluorescent in 4-MU spectral region; 11% of 59,000 active; max dye-equivalent concentration, M; compound autofluorescence, 340/450 nm, 4-MU equivalents; stronger effect = higher value; in the data active = max dye-equivalent concentration above about 10 nM; inconclusive = mostly about 1.1 nM to 9.6 nM
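Intrinsic fluorescence at 340/450 nm (ex/em) was read after 15 min at room temperature in pH 8.0, 100 mM Tris. Each compound concentration expressed as 4-MU-equivalent concentration from a six-point 4-MU standard series on each plate.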
A350 autofl: A350 region autofluorescence; Compound autofluorescence, 340/450 nm, Alexa 350 dye-equivalents; stronger effect = higher value; max dye-equivalent concentration, M; 11% of 59,000 active; in the data active = max dye-equivalent concentration above about 10 nM; inconclusive = mostly about 1.1 nM to 9.6 nM
FLuc inh: blocks Photinus pyralis firefly luciferase activity. AID 411. 2.2% of 72,000 active. P08659. purified firefly luciferase, luminescence, 8 min. Potency, µM (titrated, usually from 57.1 µM), for inactives: at the top dose activity change, negative = inhibition, hits mostly inhibitors; note: potency is the fitted concentration of half-maximal effect; % is set by controls: 0 for no effect and ±100 for the full control effect; nearly all actives have a fitted effect of over 40% in size
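Luminescence read-out after 8 min at room temperature; enzyme reaction used luciferin plus 10 uM ATP (linear range) in imidazole buffer pH 7.2 with KCl, MgCl2, Tween 20 and BSA. Each sample was run as a titration.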
Fluorescein fluor: fluorescein region autofluorescence; Compound autofluorescence, 480/540 nm, fluorescein-equivalent; stronger effect = higher value; max fluorescein-equivalent concentration, M; 0.91% of 59,000 active; AID 593; in the data active = max fluorescein-equivalent concentration above about 10 nM; inconclusive = between about 1.1 nM and that limit
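Each compound is tested across a concentration series in 100 mM Tris buffer at pH 8.0. After 15 min at room temperature, plates are imaged with 480 nm excitation and 540 nm emission filters, and intensities are converted to fluorescein-equivalent values.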
Texas Red fluor: Texas Red region autofluorescence. max dye-equivalent concentration, M. Compound fluorescence, Texas Red channel, 547/618 nm; stronger effect = higher value. 0.06% of 59,000 active; in the data active = max dye-equivalent concentration above about 10 nM; inconclusive = between about 1.1 nM and that limit
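Texas Red-region profiling: compounds in 100 mM Tris pH 8.0 were read at 547/618 nm after 15 min at room temperature. Intensities were normalized against a six-point Texas Red standard series to give dye-equivalent concentration.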
Casp7 inh: caspase-7 (human) inhibition, allosteric or competitive. 0.02% of 75,000 active. AID 889. Potency, µM (doses to about 57.5 µM), for inactives: at the highest dose activity change, negative = inhibition, usual class: inhibitors. recombinant caspase-7, Ac-DEVD-AFC fluorescence rate; active = well fitted inhibition curve with a large enough effect in the main read-out, with a control signal flat, not every such curve was filed as active; inconclusive = small, poorly fitted or top-dose-only effect, or a change in a side signal; note: potency is the fitted concentration of half-maximal effect; % of control where 0% means no effect
Target sequence (P55210 24-198 limits assumed): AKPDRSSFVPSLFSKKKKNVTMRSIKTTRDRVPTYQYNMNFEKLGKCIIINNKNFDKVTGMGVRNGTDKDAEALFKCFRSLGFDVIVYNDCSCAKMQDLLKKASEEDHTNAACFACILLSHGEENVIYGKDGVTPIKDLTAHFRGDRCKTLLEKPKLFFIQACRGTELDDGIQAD
Target sequence (P55210 207-303 limits assumed): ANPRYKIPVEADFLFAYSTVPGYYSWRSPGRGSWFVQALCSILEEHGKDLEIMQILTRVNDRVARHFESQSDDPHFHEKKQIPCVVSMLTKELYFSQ
Tau filament bind: tau filament binding; P10636; recombinant tau filaments, thioflavin S fluorescence, 15 h; filaments grown with octadecylsulfate alongside compound; Potency, µM (titrated, usually from 57.1 µM), for the others: at the highest dose activity change, negative = inhibition; 2% of 71,000 active; AID 596;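 note: potency is the fitted concentration of half-maximal effect; % is set by controls: 0 for no effect and ±100 for the full control effect; actives lower thioflavin S fluorescence by blocking filaments or displacing dye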
Target sequence (P10636 whole entry, looked up): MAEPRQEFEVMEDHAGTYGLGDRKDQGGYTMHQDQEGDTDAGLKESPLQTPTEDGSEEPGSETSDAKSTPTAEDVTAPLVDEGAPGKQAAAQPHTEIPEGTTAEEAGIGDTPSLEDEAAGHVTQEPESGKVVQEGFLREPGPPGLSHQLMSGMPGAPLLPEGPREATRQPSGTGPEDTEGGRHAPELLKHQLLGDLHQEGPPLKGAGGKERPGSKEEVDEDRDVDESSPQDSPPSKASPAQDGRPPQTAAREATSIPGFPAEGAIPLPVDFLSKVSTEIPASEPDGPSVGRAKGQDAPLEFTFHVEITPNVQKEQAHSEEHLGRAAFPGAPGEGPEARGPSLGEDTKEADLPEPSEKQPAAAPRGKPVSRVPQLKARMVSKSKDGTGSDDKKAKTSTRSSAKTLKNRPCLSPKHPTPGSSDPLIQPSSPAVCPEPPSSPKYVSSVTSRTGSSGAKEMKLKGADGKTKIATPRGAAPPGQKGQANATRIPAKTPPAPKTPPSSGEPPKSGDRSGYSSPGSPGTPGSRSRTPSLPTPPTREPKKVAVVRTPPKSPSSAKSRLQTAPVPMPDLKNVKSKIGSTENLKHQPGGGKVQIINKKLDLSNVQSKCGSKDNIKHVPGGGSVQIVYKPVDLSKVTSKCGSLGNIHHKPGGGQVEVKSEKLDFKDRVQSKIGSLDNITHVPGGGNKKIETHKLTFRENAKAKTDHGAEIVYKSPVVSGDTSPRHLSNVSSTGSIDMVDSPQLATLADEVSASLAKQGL
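Recombinant tau protein (human, 1 uM final) plus 30 uM ODS in HEPES pH 7.4 with NaCl, DTT and thioflavine S. Compound present from the start; fluorescence at 510 nm after 15 h, 37 C.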
ERK AVP inh: vasopressin-driven ERK pathway inhibition; HEK293-V1b, vasopressin-stimulated pERK AlphaScreen; Potency, µM (doses to about 57.5 µM), for the others: at the top dose activity, negative = inhibition, usual class: inhibitors; 0.99% of 72,000 active; AID 995; note: potency is the fitted concentration of half-maximal effect; % is set by controls: 0 for no effect and ±100 for the full control effect; nearly all actives have a fitted effect of over 55% in size
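qHTS, compounds titrated on V1b-expressing HEK293 cells. Preincubation 30 min at 37C, vasopressin 25 nM for 5 min, lysis 10 min, bead incubation 5 hr at room temperature.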
Rhodamine fluor: compound fluoresces in the rhodamine spectral region; Rhodamine-region fluorescence, 547/598 nm, Tris buffer; stronger effect = higher value; max dye-equivalent concentration, M; 0.05% of 59,000 active; in the data active = max dye-equivalent concentration above about 11 nM; inconclusive = between about 1.1 nM and that limit
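Compound fluorescence in 100 mM Tris, pH 8.0, read after 15 min at room temperature with 547 nm excitation and 598 nm emission. Output is dye-equivalent concentration from an on-plate rhodamine standard series.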
An asterisk follows results filed as active; i = inactive; ? = inconclusive; . = not tested or not shown; & = joins results of further samples; [ ] = another dose, or the depositor's remark. Unless noted, calls come from the whole dose curve; as a rule, active = well fitted curve in the direction sought with a large enough effect; inconclusive = small, poorly fitted or top-dose-only effect, or another doubt; inactive = no such curve, though single readings can be large; an effect the other way counts as inactive or inconclusive. These rows are one share of the data, so the mix of outcomes need not match the whole.

molecule	Caspase-1 inhib	HEK293 cAMP ctrl	4MU fluor	A350 autofl	FLuc inh	Fluorescein fluor	Texas Red fluor	Casp7 inh	Tau filament bind	ERK AVP inh	Rhodamine fluor
Cc1c(Cl)ccc2c1NC(=O)C21NC(CCC(N)=O)[C@H]2C(=O)N(c3ccc(Cl)cc3)C(=O)[C@H]21 (stereo not given in full)	-2%	-2%	i	i	-1%	i	i	-3%	-27%	-3%	i
CCOC(=O)N1CCC(NC(=O)c2cnn3c(C(F)(F)F)cc(-c4cccc(OC)c4)nc23)CC1	-2%	-17%	1.7e-07M*	2e-07M*	-2%	i	i	1%	-12%	-6%	i
COc1ccccc1-c1nnc2sc(C3CCCCC3)nn12	.	.	i	i	0%[25.5 µM]	i	i	.	.	.	i
Clc1ccc(-c2noc(CN3CCN(c4ccccc4)CC3)n2)cc1	-3%	16%	i	i	1%	i	?	-5%	.	5%	i
COc1ccc(C(=O)N2CCC3(CC2)CN(C(=O)NC(C)C)C3)cc1	-5%	?	i	i	-1%[11.4 µM]	i	i	0%	-2%	-4%	i
CC(NC(=O)c1ccco1)C(c1cccs1)N1CCN(c2ccccc2)CC1 (stereo not given)	1%	13%	.	.	0%	.	.	-1%	?	.	.
O=C(NCCN1CCOCC1)c1cc(-c2ccc(F)cc2)on1	3%	9%	i	i	0%	?	i	-2%	0%	12%	i
CC(=O)Nc1ccc(S(=O)(=O)N(C)c2ccccc2)cc1	1%	1%	.	.	1%	.	.	1%	9%	-27%	.
CCN(CC)CCn1c(NCc2ccc(OC)cc2)nc2ccccc21	-1%	13%	i	i	2%	i	i	1%	-7%	-19%	i
COC(=O)c1oc2ccc(Br)cc2c1NC(C)=O	-3%	11%	.	.	4%	.	.	1%	12%	.	.
O=C(NCCNC(=O)c1ccc(Br)o1)c1ccc(Br)o1	0%	6%	.	.	2%	.	.	-1%	7%	-10%	.
Cc1ccc(C)c(S(=O)(=O)N2CCN(CC(=O)NC(=O)NCc3ccccc3)CC2)c1	-6%	9%	i	i	6%	i	i	-5%	1%	-5%	i
CCn1cc(C(=O)NCCCN2CCC(C)CC2)c(=O)c2cc(S(=O)(=O)N3CCCC3)ccc21	3%	6%	i	i	2%	i	i	0%	5%	?	i
COc1cc(C2NC(=O)NC(O)(C(F)(F)F)C2C(=O)c2cccs2)ccc1O (stereo not given)	-1%	10%	i	i	2%	?	i	0%	-3%	-21%	i
Cc1ccc(C(=O)NCCNS(=O)(=O)c2ccccc2)cc1	-1%	-4%	.	.	1%	.	.	2%	2%	-6%	.
O=C1c2ccccc2C(Nc2cccnc2)N1Cc1ccc2c(c1)OCO2 (stereo not given)	0%	0%	.	.	1%	.	.	1%	-2%	?	.
O=C(c1ccco1)N1CCN(c2ncnc3scc(-c4cccs4)c23)CC1	-2%	8%	i	?	5%	i	i	-2%	0%	-10%	i
COCCn1c(CNc2ccc(F)cc2)nnc1SCC(=O)Nc1ccc(OC)cc1OC	0%	21%	i	i	1%	i	i	-1%	11%	9%	i
CC(C)(C)OC(=O)N1CCCC1C(=O)N1CCCC1C(=O)N1CCCC1C(=O)O (stereo not given)	3%	4%	i	i	2%	i	i	2%	-2%	4%	i
O=C(Oc1ccc(-c2nc(-c3ccccn3)no2)cc1)c1ccccc1	0%	1%	i	i	2.5µM*	i	i	0%	5%	-2%	i
Nc1nc(-c2cccs2)c(NC(=O)c2ccccc2)s1	-1%	-19%	i	i	-7%	i	i	-1%	-30%	?	i
CCC(C)N1C(=O)C2C(C(=O)Nc3cccc(OC)c3)C3C=CC2(O3)C1C(=O)NC1CCCCC1C (stereo not given)	1%	11%	i	i	2%	i	i	-3%	6%	-4%	i
CC(=O)N1CCCc2cc(S(=O)(=O)NC(C(=O)NC(C)c3ccccc3)C(C)C)ccc21 (stereo not given)	2%	?	i	i	0%	i	i	1%	16%	0%	i
Cc1ccc2oc3c(c(=O)c2c1)C(c1cccc(Br)c1)N(Cc1ccco1)C3=O (stereo not given)	1%	20%	i	?	3%	i	i	-2%	-10%	6%	i
COc1cccc(-c2ccc3ncnc(NCc4cnc(C)cn4)c3c2)c1	-4%	14%	i	i	-2%[2.29 µM]	i	i	-5%	20%	-8%	i
O=C(NCCCN1CCN(c2ccccc2)CC1)Nc1ccccc1C(F)(F)F	0%	2%	i	i	0%	?	i	2%	-7%	15%	i
COCCn1c(SCC(=O)N2CCCC2)nnc1C(C)C	1%	6%	i	i	0%	i	i	2%	-1%	11%	i
O=C1NC(=O)C(c2ccccc2[N+](=O)[O-])=C1Nc1ccc(O)c(Cl)c1	5%	-11%&-18%	?	?	1%&-21%	i	?	-1%	?	35%[activator]	i
Cc1c(NC(=O)CSc2nnc3sc4ccccc4n23)c(=O)n(-c2ccccc2)n1C	1%	-3%	?	?	-1%	i	?	-1%	9%	7%	i
CCOc1ccccc1N1CCN(S(=O)(=O)CC)CC1	0%	-1%	.	.	-2%	.	.	-3%	-23%	-15%	.
COCCCn1c2nc3ccccc3nc2c2c(=O)n(Cc3ccc(Cl)cc3)c(C)nc21	-16%	11%	3.2e-07M*	3.8e-07M*	4%	i	i	-15%	14%	28%	i
Cn1c(=O)n(C)c(=O)n(CC(=O)N2CCCCC2)c1=O	0%	6%	i	i	0%	i	i	-1%	-8%	-2%	i
Cc1ccc2cc(C#N)c(N3CCCN(C(=O)C4CCCO4)CC3)nc2c1 (stereo not given)	?	-14%	3.8e-07M*	6.4e-07M*	-1%	?	?	-14%	12%	-15%	i
O=C(/C=C/c1ccc(O)c(O)c1)O[C@@H](C(=O)O)[C@@H](OC(=O)/C=C/c1ccc(O)c(O)c1)C(=O)O	-3%	-3%	.	.	.	.	.	-5%	-1%	-16%	.
CCc1nn(CC(=O)O)c(=O)c2ccccc12	1%	20%	i	i	4%	i	i	0%	-11%	16%	i
OC1CCN(c2ncnc3c2nnn3Cc2c(F)cccc2Cl)CC1	1%	?	i	?	-1%	?	i	-5%	11%	-36%	i
c1ccc(-c2nnc3sc(-c4csc5c4CCCC5)nn23)cc1	-3%	25µM*	i	i	-6%	?	i	-5%	217%	0%	i
O=S(=O)(c1ccc(N2CCOCC2)cc1)N1CCOCC1	4%	2%	i	i	3%	i	?	0%	2%	-21%	i
COc1cc(C2Nc3ccc4ncccc4c3C3=C2C(=O)CCC3)ccc1O (stereo not given)	-4%	?	i	?	-5%	i	i	-2%	-6%	0%	i
CCCn1c(=O)c2ccccc2n2c(SCC(=O)c3ccccc3)nnc12	2%	?	i	i	0%	?	?	-2%	-19%	13%	i
O=C(NCCNC(=O)c1cccs1)c1ccco1	0%	1%	i	i	0%	i	i	1%	12%	-4%	i
O=C1CC(c2ccccc2)CC(O)=C1C=NCCCO (stereo not given)	-1%	?	.	.	-7%	.	.	-4%	8%	-5%	.
Cc1cc(C)cc(N2CC34C=CC(O3)C(C(=O)OCC(=O)NCc3ccco3)C4C2=O)c1 (stereo not given)	1%	6%	i	?	1%	?	i	-1%	6%	-23%	i
O=C(O)CCC(=O)c1ccc(Cl)cc1	-1%[11.5 µM]	14%[11.4 µM]	i	i	-1%[11.4 µM]	i	i	3%[11.5 µM]	12%[11.4 µM]	16%[11.5 µM]	i
Cc1cc(C(=O)CSc2nnc(-c3cccs3)o2)c(C)n1-c1ccccc1	-8%	?	i	i	-11%	?	i	-10%	12%	10%	i
O=C(Cn1cnc2c(cnn2-c2ccc(Cl)cc2)c1=O)NCCc1ccccc1	0%	3%	?	?	2%	i	?	-1%	-20%	-17%	i
Cc1cc2c(s1)c1cnn(CC(=O)NCCc3ccccc3)c(=O)c1n2C	-3%	14%	i	i	3%	i	i	0%	3%	5%	i
COc1ccccc1-c1ccc(C(=O)O)o1	1%	7%	i	?	1%	i	i	1%	-2%	7%	i
Cc1cc(C)c(NC2=NCC(=O)N2C2CCCCC2)c(C)c1	1%	?	4.3e-08M*	4e-08M*	0%	i	i	-1%	-9%	7%	i
CC(C)(C)NS(=O)(=O)c1cccc2nsnc12	-1%	13%	i	i	4%	i	i	3%	-1%	28%	i
CCOC(=O)Cn1c(=NC(=O)CSC(C)=O)sc2cc(OC)ccc21	-2%	21%	i	i	-1%	i	i	-2%	-8%	0%	i
O=S(=O)(Nc1ncn[nH]1)c1ccc2ccccc2c1	-1%	?	i	i	0%	i	i	1%	2%	-17%	i
CCc1ccccc1NC(=O)CSc1nnc(-c2ccco2)n1N	-1%	10%	i	i	3%	i	?	-1%	9%	14%	i
CCc1ccc(N2CCN(C(=O)c3ccc(OC)c(OC)c3)CC2)cc1	0%	19%	.	.	0%	.	.	0%	-21%	-26%	.

Gathered by group: the entries above with a tert-butyl group (2)
molecule	Caspase-1 inhib	HEK293 cAMP ctrl	4MU fluor	A350 autofl	FLuc inh	Fluorescein fluor	Texas Red fluor	Casp7 inh	Tau filament bind	ERK AVP inh	Rhodamine fluor
CC(C)(C)OC(=O)N1CCCC1C(=O)N1CCCC1C(=O)N1CCCC1C(=O)O (stereo not given)	3%	4%	i	i	2%	i	i	2%	-2%	4%	i
CC(C)(C)NS(=O)(=O)c1cccc2nsnc12	-1%	13%	i	i	4%	i	i	3%	-1%	28%	i

Source: PubChem BioAssay
